Screens as filed in PubChem BioAssay.
bIAP activator: increases bovine intestinal alkaline phosphatase activity; 200,000 tested, 0.17% active; activation factor at 20 µM; purified bovine IAP, CDP-star luminescence, 30 min; stronger effect = higher value; fold of DMSO-control signal, blank-subtracted;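 active = activation factor of 2 or more at 20 µM, a signal rise over negative controls twice the positive control's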
APP 5'UTR act: APP 5'UTR luciferase reporter activation. activation, % at 2 µM. 190,000 tested, 1% active. SH-SY5Y APP 5'UTR luciferase reporter, luminescence; zero percent = DMSO vehicle wells. AID 1276;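 active = activation above a set limit, based on mean plus 3 SD of controls, cut at about 140% in these data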; note: values of inactives mirror those of a sister screen read the other way
PMI act satM6P: activators of human phosphomannose isomerase at near-saturating mannose 6-phosphate | P34949 | coupled PMI enzyme assay, resazurin fluorescence, 20 min; stronger effect = higher value; 1 = untreated enzyme, 0 = substrate-free blank | activation factor at 20 µM | 190,000 tested, 0.34% active;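 active = activation factor of 2 or more at 20 µM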
Target sequence (P34949 whole entry, looked up): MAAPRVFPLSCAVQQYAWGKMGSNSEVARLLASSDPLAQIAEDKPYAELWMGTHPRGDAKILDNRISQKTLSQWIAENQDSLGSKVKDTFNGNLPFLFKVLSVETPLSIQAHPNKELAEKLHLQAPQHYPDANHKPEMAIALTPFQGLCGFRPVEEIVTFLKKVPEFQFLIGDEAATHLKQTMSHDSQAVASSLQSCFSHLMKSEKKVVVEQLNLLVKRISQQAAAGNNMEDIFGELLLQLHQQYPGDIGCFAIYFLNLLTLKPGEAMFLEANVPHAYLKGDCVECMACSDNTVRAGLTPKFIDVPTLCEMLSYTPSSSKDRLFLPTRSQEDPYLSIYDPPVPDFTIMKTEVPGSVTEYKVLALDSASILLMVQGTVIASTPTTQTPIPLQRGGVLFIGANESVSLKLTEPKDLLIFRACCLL
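Test system: Human PMI in coupled enzyme assay | Input: 15 ng/mL PMI | Medium: HEPES-buffered pH 7.4 with magnesium and detergent | Compound: One concentration, 20 µM, in 1% DMSO | Incubation: Enzyme reaction with compound 20 min at room temperature | Detection: Diaphorase-driven resazurin-to-resorufin fluorescence, excitation 544, emission 590 nm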
TNAP inh hi DEA: inhibitors of human TNAP at high phosphate acceptor concentration | purified TNAP, CDP-star luminescence, 1 M DEA | inhibition, % at 20 µM | 200,000 tested, 0.03% active | AID 1135;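 active = over 50% inhibition of tissue-nonspecific alkaline phosphatase at 20 µM in the single-dose screen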;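 note: plate controls were DMSO wells for no effect and EDTA-quenched wells as full inhibition for full effect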
FLuc inhib CS: Photinus pyralis luciferase inhibition counter-screen; P08659; ATPLite firefly luciferase biochemical luminescence, 10 min; inhibition, % at 10 µM; 200,000 tested, 1.5% active;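 active = inhibition above about 50% when tested at 10 µM, limit read from the data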
Target sequence (P08659 whole entry, looked up): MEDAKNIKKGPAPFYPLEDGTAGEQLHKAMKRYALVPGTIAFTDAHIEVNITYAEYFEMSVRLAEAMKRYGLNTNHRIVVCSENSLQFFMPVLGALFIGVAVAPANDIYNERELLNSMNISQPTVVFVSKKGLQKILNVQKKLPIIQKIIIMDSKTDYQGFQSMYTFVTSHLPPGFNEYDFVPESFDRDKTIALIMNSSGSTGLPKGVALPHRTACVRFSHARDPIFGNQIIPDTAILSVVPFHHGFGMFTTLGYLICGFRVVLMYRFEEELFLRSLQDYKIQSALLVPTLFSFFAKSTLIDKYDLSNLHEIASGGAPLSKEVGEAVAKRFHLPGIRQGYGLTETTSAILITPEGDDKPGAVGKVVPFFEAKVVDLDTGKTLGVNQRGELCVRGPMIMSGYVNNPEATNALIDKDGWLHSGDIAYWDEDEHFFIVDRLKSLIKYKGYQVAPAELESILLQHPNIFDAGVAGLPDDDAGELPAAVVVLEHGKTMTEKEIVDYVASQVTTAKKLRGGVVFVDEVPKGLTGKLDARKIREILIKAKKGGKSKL
PMI act: increases human mannose-6-phosphate isomerase activity. P34949. purified human PMI, coupled resazurin fluorescence, 20 min; stronger effect = higher value; 1 = vehicle control, 0 substrate-free wells. activation factor at 20 µM. 190,000 tested, 0.005% active;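 active = activation factor of 2 or more at 20 µM, relative to plate controls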
TNAP act hiacc: TNAP (human) activation, high acceptor. P05186. purified TNAP, CDP-star luminescence, 1 M DEA, 30 min; stronger effect = higher value; 0 = EDTA background, 1 = DMSO-only activity. activation factor at 20 µM. 200,000 tested, under 10 active;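 active = activation factor at least 2 at 20 µM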
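Test system – human TNAP · Doses – 20 µM single point · Incubation – 30 min, room temperature · Signal – luminescent substrate turnover signal · Read-out basis – activation factor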
TNAP inh no acc: inhibitors of human TNAP without phosphate acceptor. purified TNAP, CDP-star luminescence, 30 min. inhibition, % at 20 µM. 200,000 tested, 0.26% active. AID 1012;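 active = tissue-nonspecific alkaline phosphatase inhibition above about 50% at 20 µM in the single-dose screen, limit read from the data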;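 note: 0% = DMSO negative control and 100% = EDTA positive control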
NF-kB expr up: compounds increasing NF-kB expression in human neuronal cells; NF-kB reporter expression; stronger effect = higher value; fold change at 12.5 µM; 190,000 tested, 1.6% active; in the data active = fold change above about 3.3
FLuc act counter: firefly luciferase counter-screen for stimulation assays | P08659 | ATPlite luciferase biochemical, luminescence, 10 min; 0 = ATP-free wells, 1 = DMSO control | activation factor at 10 µM | 200,000 tested, under 10 active;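 active = luciferase activation factor, scaled between plate controls, of at least 2 with compound at 10 µM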
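Material: Luciferase/luciferin reagent mix; Doses: test compounds dosed from 2 mM stocks in 100% DMSO; Schedule: 10 min incubation after luciferase reagent addition, room temperature; Measured by: luminescence from luciferase reaction; Read-out: luminescence gain marking luciferase activators.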
An asterisk follows results filed as active; . = no result given.

compound	bIAP activator	APP 5'UTR act	PMI act satM6P	TNAP inh hi DEA	FLuc inhib CS	PMI act	TNAP act hiacc	TNAP inh no acc	NF-kB expr up	FLuc act counter
CC1CN(CCOCCSc2ccccc2)CC(C)O1 (stereo not drawn)	1.1	21.4	1	-0.1	-1.7	0.9	1	-4.7	1	1
O=C(c1ccc(CN2CCOCC2)cc1)N1CCN(Cc2ccccc2)CC1	1.1	2.1	1.1	-2.1	-0.9	1.2	1	-5.1	0.93	1
C#CCNc1cc(-c2ccccc2)nc2ncnn12	1.1	9.0	1.1	-7.3	-4.4	1	1.1	-12.1	0.98	1
O=C(CSc1nc2ccccc2o1)Nc1ccc(Cl)cc1	0.9	25.3	1.1	-4.7	-7.0	1.1	1	-3.4	1.63	1.1
S=C1NC(c2ccccc2)=NCN1c1ccc(Br)cc1	0.9	19.6	1.1	-2.3	-2.8	1	1	-15.4	1.66	1
Cc1cc(C(=O)NP(=O)(N2CCOCC2)N2CCOCC2)c(C)n1-c1ccc(Br)cc1	1	-1.3	1	-1.4	-3.9	0.8	1	-9.1	1.13	1
Cc1cc(C)n(-c2c(F)c(F)c(CN3CCOCC3)c(F)c2F)n1	1	2.7	0.8	-7.3	-6.1	0.9	1.1	-18.3	0.95	1.1
O=C(NNC(=O)c1ccccc1[N+](=O)[O-])Nc1ccccc1C(F)(F)F	1	11.1	1	0.9	-5.9	1	1	-0.7	1.11	1.1
COc1ccc(-c2cc(=O)oc3cc(OC(C)C(=O)O)ccc23)cc1 (stereo not drawn)	1	0.1	1	-0.7	-5.6	1.1	1	7.9	1.05	1.1
Cc1ccc(NC(=O)NCc2c(C)nn(C)c2C)cc1Cl	1.2	85.5	0.9	-1.9	5.3	1	1	-12.6	1.07	0.9
COc1cccc2c(=O)c3cccc(N)c3[nH]c12	1	1.7	0.3	9.6	8.9	0.5	0.9	-2.4	1.05	0.9
COc1ccc(C(O)P(=O)(O)CCc2ccccc2)cc1 (stereo not drawn)	1	8.2	1	-3.1	0.0	0.9	1	-5.7	0.98	1
CCOc1ccc(CCNC(=O)C(CCC(N)=O)NC(=O)OCc2ccccc2)cc1OCC (stereo not drawn)	1.1	9.7	1	-4.9	0.1	1	1	-20.1	0.93	1
COc1ccc(CN(C)C(=S)Nc2ccc(Cl)cc2Cl)cc1	0.6	32.6	1	-2.0	-5.4	1	1	-8.4	1.13	1.1
CC(=O)NCc1cn2c(C)csc2n1	0.9	-8.0	1	-0.6	-1.3	1	1	-8.7	0.91	1
COc1cccc(-c2nc(CS(=O)CC(=O)NCCCOC(C)C)c(C)o2)c1 (stereo not drawn)	1	-10.5	0.9	-0.9	-4.8	0.9	1	-19.1	0.93	1
Cn1c(SCc2cc(=O)n3cc(Br)ccc3n2)nnc1C1COc2ccccc2O1 (stereo not drawn)	0.9	-9.8	0.9	-4.1	-6.1	0.9	1	-8.6	0.51	1.1
Clc1ccc(Nc2nc(-c3cccnc3)cs2)cc1	0.9	47.2	1.1	-7.3	8.1	1	1.1	-5.4	1.88	0.9
O=S(=O)(Cc1ccccc1)NCC1CCCN(Cc2cccc3nonc23)C1 (stereo not drawn)	1.1	8.6	0.9	-0.3	-3.8	0.9	1	-0.7	1.12	1
Cc1cccc(Oc2nc(-c3ccccc3)cc(C)c2S(C)(=O)=O)c1C	0.9	-6.0	0.9	-0.9	-3.2	0.9	1	0.0	1.39	1
CNC(=O)NC(=O)CSc1nc(-c2cccs2)c(C#N)c(=O)[nH]1	1.1	18.9	0.9	-2.0	-4.0	0.9	1	-4.4	1.01	1
CCOc1ccccc1C(=O)Nc1ccsc1C(=O)OC	0.9	-84.8	0.9	-6.4	-2.7	0.9	1.1	-8.1	1.47	1
CC(=O)Nc1cccc(C2=CC(c3ccco3)n3ncnc3N2)c1 (stereo not drawn)	0.9	6.4	1.3	0.6	-3.4	1.3	1	-5.7	0.74	1
O=C(CCN1C(=O)COc2ccccc21)NCCCN1CCN(c2ccccc2F)CC1	1.1	-4.4	1	-7.2	-5.1	1	1.1	-7.8	1.01	1.1
COc1ccc(-c2[nH]ncc2CNC(C)c2ccccc2Cl)cc1F (stereo not drawn)	1.2	2.5	1	-0.3	-5.4	1	1	-7.2	0.88	1.1
CCOC(=O)C1=C(C)NC(C)=C(C(=O)OCC)C1C(=O)OCC(=O)N1c2ccccc2CC1C (stereo not drawn)	1.1	16.9	0.9	-4.2	-5.1	0.9	1	-13.2	0.8	1.1
NC(=S)N=Nc1c(O)[nH]c2ccccc12	0.9	-10.8	0.9	3.8	-7.3	0.9	1	65.2*	1.22	1.1
CCN(CC(=O)Nc1ccc(N2CCOCC2)cc1)C(=O)c1ccc(C(F)(F)F)cc1	0.9	-4.1	1	-1.2	-3.7	0.9	1	-123.6	1.38	1
Cc1ccccc1NC(=S)N1CCOCC1	0.9	1.5	1	-3.5	-4.6	0.9	1	-14.2	0.95	1
c1ccc(CNC2=NCCC2)nc1	1	-1.4	1	-3.2	-4.9	0.9	1	-6.6	1.21	1
Cc1ccc(NC(=S)C2=C(O)c3sccc3N(C)S2(=O)=O)cc1	1	-8.3	0.7	-3.7	36.3	0.4	1	-7.9	0.9	0.6
Nc1cccc(NC(=O)c2cccs2)c1	0.9	7.7	0.9	-2.1	-5.4	0.9	1	-11.6	1.63	1.1
N#Cc1c(C(F)(F)F)cc(-c2ccccc2)nc1SCC(=O)Nc1sc2c(c1C#N)CCC2	0.9	13.8	1	-3.6	-6.4	1	1	-4.6	0.86	1.1
COc1ccc(OCCSc2nnc(CCNC(=O)c3ccc(Cl)c(Cl)c3)n2C)cc1	1	-12.2	1	-2.3	-1.6	1	1	-5.1	0.78	1
CCC(=O)c1cc2c(C)cc(=O)oc2c(C)c1OC(C)=O	1	5.8	1	-7.1	-4.2	1	1.1	-17.2	1.26	1
CN(C)C(=O)c1cc(Br)ccc1Cl	1	-12.8	1	-7.2	-2.1	1	1.1	-23.8	0.95	1
COC(=O)c1c(NC(=O)COC(=O)Cn2cnc3ccccc32)sc(C)c1C	1	5.3	0.9	-2.9	-2.9	0.9	1	-8.4	1.3	1
CCN(CC)S(=O)(=O)c1cccc(NC(=O)COc2ccc(Cl)cc2Br)c1	1	8.6	0.9	-2.5	0.4	0.9	1	-15.4	1.05	1
CCn1c(=O)cc(OCC(=O)NCCC(C)C)c2ccccc21	0.9	0.6	1	-7.8	-6.8	1	1.1	-17.4	1.42	1.1
CCCC(=O)Nc1ccc(NC(=O)CCc2ccccc2)cn1	0.9	4.0	0.9	-8.1	-3.5	1	1.1	-11.1	1.16	1
COc1ccc(N(CC(=O)N2CCN(C)CC2)S(C)(=O)=O)cc1OC	0.9	-5.4	0.9	-3.9	-5.6	0.8	1	-16.5	1.73	1.1
O=C(N/N=C/c1cccc([N+](=O)[O-])c1)C1COc2ccccc2O1 (stereo not drawn)	0.9	-3.0	1.1	0.3	-6.0	1.1	1	-4.5	0.92	1.1
Fc1nc(N2CCCC2)c(F)c(Oc2ccccc2Oc2c(F)c(F)nc(N3CCCC3)c2F)c1F	0.8	22.9	1	0.0	-8.5	1	1	-7.4	1.03	1.1
CCN(CC)c1ccc(CNc2nc3ccccc3n2CCN2CCOCC2)cc1	1	20.7	0.9	-1.2	-2.1	0.9	1	-4.5	0.68	1
CCCN(CC(=O)c1cc(C)n(C)c1C)S(=O)(=O)c1cccc(C(F)(F)F)c1	1	0.7	1	-0.8	-0.9	0.9	1	-6.1	0.68	1
O=C(Nc1nccs1)C1CC(=O)N(Cc2ccco2)C1 (stereo not drawn)	1.1	9.3	1.1	-2.8	0.4	1.3	1	-9.0	1	1
CN1CCN(CCCn2cnc3c(=O)oc4ccccc4c32)CC1	1	2.0	0.9	-3.6	-6.9	0.9	1	-12.1	1.25	1.1
Cc1ccc2nc(SCC(=O)Nc3nonc3N)[nH]c2c1	1.4	-6.9	0.9	-3.0	-3.0	0.9	1	2.0	1.47	1
CC(NC(=O)NC1CCCCC1)C(c1cccs1)N1CCN(C)CC1 (stereo not drawn)	1	25.5	0.8	-6.5	-7.6	0.9	1.1	-10.4	1.04	1.1
CC(=O)Nc1cccc(NC(=O)c2sc3ncn(CC(=O)N4CCCCC4)c(=O)c3c2C)c1	1	1.8	0.9	-6.6	-2.3	0.9	1.1	-2.6	0.62	1
O=C(NCC(c1cccnc1)N1CCN(c2ccccc2F)CC1)c1cccc(Cl)c1 (stereo not drawn)	1.1	6.6	1	-3.0	-8.2	1	1	-11.2	0.86	1.1
COc1cc(C(=O)Oc2ccccc2/C=N/NC(=O)c2ccc(C)c(Cl)c2)cc(OC)c1OC	1.1	-50.4	1	-1.9	-0.8	1	1	-29.2	0.92	1
O=C1CSC(c2cccc(F)c2)N1c1ccc(O)cc1 (stereo not drawn)	0.6	-9.4	1	-4.9	-4.9	0.9	1	-11.7	1	1
Cn1c(C(=O)NCCc2c[nH]c3ccccc23)cc2sccc21	0.7	66.7	1	-3.0	1.7	0.9	1	12.0	1.89	1
COc1cccc(NC(=O)c2ccc(CN3CCOCC3)cc2)c1	1	69.2	1	-8.0	50.9*	1	1.1	-14.3	2.02	0.5
O=C(NC(=S)Nc1ccc(-c2nc3ncccc3o2)cc1)c1ccccc1F	0.8	-0.9	0.9	1.0	-3.4	1	1	4.6	.	1
CC(=O)N(C(C)=O)n1c(/C=C/c2cccc([N+](=O)[O-])c2)nc2ccccc2c1=O	1	-1.2	0.8	-1.9	-3.1	0.8	1	-3.0	0.94	1
OCCNc1nc(Cl)nc(NCc2ccco2)n1	1	-13.3	.	-1.2	-9.9	.	1	-7.5	1.35	1.1
COc1cc2cc(CN(CCN3CCCC3)C(=O)Nc3ccc(F)cc3)c(=O)[nH]c2cc1OC	1	-11.4	1	-7.9	-8.9	1	1.1	-12.2	0.9	1.1
O=C(NCc1ccco1)c1nc(-c2ccccc2)n(-c2ccccc2)n1	1	5.5	1	-4.4	-8.2	1	1	-8.5	1.33	1.1

(next part)
compound	bIAP activator	APP 5'UTR act	PMI act satM6P	TNAP inh hi DEA	FLuc inhib CS	PMI act	TNAP act hiacc	TNAP inh no acc	NF-kB expr up	FLuc act counter
S=C(NCCNCc1ccccc1)NC1CCCCC1	0.9	2.6	1	-8.5	-5.0	0.9	1.1	-36.8	1.06	1.1
COc1ccccc1N1CCN(c2cnccn2)CC1	1	20.8	0.9	-0.1	-5.9	1	1	1.1	1.36	1.1
CC1(C)C(=O)OC(c2cc(Br)ccc2O)C(C)(C)C1=O (stereo not drawn)	1.4	9.9	0.9	2.3	4.7	0.9	1	-29.5	0.96	1
O=C(NCC1CCCO1)c1ccc(Cn2c(=S)[nH]c3ccccc3c2=O)cc1 (stereo not drawn)	0.9	8.5	1	-1.7	-7.4	1	1	0.9	1.37	1.1
